T cell HTS = T cell immune modulation candidate. 2C CD8+ T cell-vesicle binding, flow cytometry; active compounds read low. calls only at 7 µM. hit rate 0.068% among 330,000. AID 2052;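 active means response, share of CD8 T cells binding vesicles, and their 90th percentile fluorescence all below set limits, cut at about 80% in these data, passing the limit was not always enough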
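Incubation: binding step 1.5 h, 37 °C, antibody labelling 20 min, ice; system: murine 2C transgenic CD8+ T lymphocytes; technique: cytometric PE anti-B7-1 and Alexa647 anti-CD8 signals after 1% paraformaldehyde fixation; also added: QL9-charged Drosophila Ld/ICAM-1/B7-1 vesicles; control set: naked versus QL9-loaded vesicles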
NTR1 ag = NTR1-driven beta-arrestin-GFP spot formation – imaging, U2OS cells, high content, primary screen (AID 493036) | agonist mode | activation, % at 20 µM | hit rate 0.17% among 330,000;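 active means activation at or above 40% of the spot to cytoplasm intensity ratio, with at least 20 cells analyzed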;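 further: 0% = DMSO without peptide and 100% = 100 nM NTR1 peptide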
Target sequence (P30989 whole entry, looked up): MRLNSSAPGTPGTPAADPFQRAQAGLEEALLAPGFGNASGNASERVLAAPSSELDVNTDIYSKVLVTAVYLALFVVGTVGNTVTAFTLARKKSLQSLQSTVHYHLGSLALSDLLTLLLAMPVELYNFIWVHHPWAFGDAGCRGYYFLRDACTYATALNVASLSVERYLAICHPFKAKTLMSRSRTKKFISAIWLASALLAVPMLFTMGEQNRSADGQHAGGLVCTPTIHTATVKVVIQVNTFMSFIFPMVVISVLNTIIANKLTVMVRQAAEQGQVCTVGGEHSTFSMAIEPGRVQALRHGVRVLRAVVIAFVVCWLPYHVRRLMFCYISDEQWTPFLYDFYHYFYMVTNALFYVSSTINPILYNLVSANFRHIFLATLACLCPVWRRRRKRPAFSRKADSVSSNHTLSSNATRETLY
T cell HTS vesicle-bound % = also measured in T cell HTS; calls as there; double positive events, %; measured here: CD8+ vesicle-bound cell fraction;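 binding gate set so that unloaded-vesicle control wells show 10% double positive cells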
NTR1 ag cell count 20 µM = also measured in NTR1 ag; calls as there; cell count; measured here: cell count, cytotoxicity flag
An asterisk follows results filed as active; i = inactive; + = active, no number. This is a subset (hit frequency here may not be typical).

#1 COc1ccccc1C(=O)NC(CCSC)C(=O)NC1CC1 (stereo not drawn)
#2 COc1ccc(NC(=O)N(C)C[C@H]2Oc3ccc(NC(=O)Cn4cnnn4)cc3C(=O)N([C@H](C)CO)C[C@@H]2C)cc1
#3 COc1ccccc1N(C)S(=O)(=O)c1ccc(Cl)c(C(=O)NCc2ccco2)c1
#4 CN1CCN(S(=O)(=O)c2ccc(N(C)Cc3c(F)cccc3Cl)nc2)CC1
#5 O=C(CN1C(=O)NC2(CCCC2)C1=O)NCc1ccc(F)cc1
#6 COc1ccc([C@H]2CC(=O)C=C(c3cccc(NC(C)=O)c3)C2)cc1
#7 COc1cc2cc(CCOC(=O)CCCC(=O)O)oc(=O)c2cc1OC
#8 Cc1ccc(S(=O)(=O)Nc2cccc3c2O[C@H](CN(C)Cc2ccccc2)[C@@H](C)CN([C@H](C)CO)C3=O)cc1

compound no.	1	2	3	4	5	6	7	8
T cell HTS	i	i	i	i	i	i	i	i
T cell HTS vesicle-bound %	51.8	26.0	46.9	57.4	40.4	34.3	22.1	4.3
NTR1 ag	-1.7	1.6	0.6	-1.8	1.3	-0.4	0.1	1.1
NTR1 ag cell count 20 µM	71	55	69	56	65	71	65	50

Next part, overlapping the part above by 2 compounds.
#7 COc1cc2cc(CCOC(=O)CCCC(=O)O)oc(=O)c2cc1OC
#8 Cc1ccc(S(=O)(=O)Nc2cccc3c2O[C@H](CN(C)Cc2ccccc2)[C@@H](C)CN([C@H](C)CO)C3=O)cc1
#9 C[C@H]1COC(=O)[C@@H](Cc2ccc(F)cc2)CC/C=C/C[C@@H](CC(=O)N(CCO)Cc2ccccc2)C(=O)N1
#10 O=C(COC(=O)c1ccccc1Cl)Nc1cccnc1Cl
#11 O=C(COC(=O)c1ccc(S(=O)(=O)N2CCCCCC2)cc1)NCc1ccc(Cl)cc1
#12 Cc1ccc(CNC(=O)C2CSC3(C)CCC(=O)N23)cc1 (stereo not drawn)
#13 Cc1ccc(NC(=O)CN(C)C(=O)COC(=O)c2nc3nccc(C)n3n2)cc1
#14 Cc1ccc2nc(COC(=O)c3cnccn3)cc(=O)n2c1
#15 Cc1occc1-c1nnc(SCC(=O)N2CCCC(C)C2)o1 (stereo not drawn)
#16 CCOCCCNC(=O)CN1CCN(S(=O)(=O)c2ccc3c(c2)CCC3)CC1

compound no.	7	8	9	10	11	12	13	14	15	16
T cell HTS	i	i	i	i	i	i	i	i	i	i
T cell HTS vesicle-bound %	22.1	4.3	14.2	39.7	30.0	16.9	38.8	47.0	35.3	35.2
NTR1 ag	0.1	1.1	0.1	-0.2	1.3	1.0	0.3	1.3	-1.2	4.6
NTR1 ag cell count 20 µM	65	50	65	56	54	49	57	51	63	50

#17 Cc1ccc2oc(C(=O)Nc3cc(C)on3)c(C)c2c1
#18 O=C1C=CCCC1
#19 COc1ccc(OC)c(/C=C/C(=O)OCC(=O)Nc2nnc(-c3ccccc3)o2)c1
#20 COc1ccc(-c2ccc3oc(-c4ccsc4)c(-c4ccc(Br)nc4)c3c2)cc1
#21 CC(C)NC(=O)NC(=O)COC(=O)c1ccc(S(=O)(=O)NCc2ccco2)cc1
#22 CCCCN1C(=O)C(=O)N(CC(=O)c2cc(C)n(-c3cc(C)on3)c2C)C1=O
#23 CCOC(=O)[C@H]1[C@H]2COc3ccc(Br)cc3[C@@H]2N2C(=O)c3ccc(Cl)cc3NC(=O)[C@@]12C
#24 CCOC(=O)[C@H]1[C@H]2COc3ccccc3[C@@H]2N2C(=O)[C@@H](C)NC(=O)[C@@]12C

compound no.	17	18	19	20	21	22	23	24
T cell HTS	i	i	i	i	i	i	i	i
T cell HTS vesicle-bound %	28.5	26.3	42.4	19.2	39.1	31.4	60.9	8.3
NTR1 ag	-2.6	1.6	7.3	-1.0	-2.0	0.5	1.2	0.2
NTR1 ag cell count 20 µM	46	46	66	69	50	50	88	36

#25 Cc1ccc(S(=O)(=O)CCC(=O)Nc2ccccc2N2CCCC2)cc1
#26 Cc1nnc(SCC(=O)NNC(=O)c2ccc(F)cc2)n1Cc1ccccc1
#27 COc1ccccc1C(CNC(=O)c1ccc(OCc2c(C)noc2C)cc1)N1CCCC1 (stereo not drawn)
#28 O=c1cc(-c2ccc(C(F)(F)F)cc2)oc2ccccc12
#29 COc1ccc(C2=CC(=O)C[C@H](c3ccc4c(c3)OCO4)C2)cn1
#30 COc1cccc(NC(=O)CN(C)C(=O)c2c(C)noc2C)c1
#31 O=C1CN(S(=O)(=O)c2cc(Br)ccc2Br)CCN1
#32 Cc1nn(CC(=O)OCC(=O)Nc2cccc(S(N)(=O)=O)c2)c(C)c1[N+](=O)[O-]

compound no.	25	26	27	28	29	30	31	32
T cell HTS	i	i	i	i	i	i	i	i
T cell HTS vesicle-bound %	27.9	31.4	34.9	48.2	33.6	0.9	33.1	55.1
NTR1 ag	-1.4	-1.4	3.0	2.3	7.1	-1.4	-1.2	0.3
NTR1 ag cell count 20 µM	89	52	56	58	54	83	47	62

#33 Cc1ccc(S(=O)(=O)N(C)C)cc1NC(=O)COC(=O)CN1C(=O)c2ccccc2C1=O
#34 CC[C@H](C)Cc1cn([C@@H](CCCCNC(=O)OC(C)(C)C)C(=O)NCCCCCCCCCCC(=O)N2CCN(C(=O)OC(C)(C)C)CC2)nn1
#35 COc1ccc(-c2cc3ccccc3cn2)cc1
#36 CCOC(=O)C1=CC[C@H]2c3c(c4ccc(OC)cc4n3C)C(=O)C1N2S(=O)(=O)c1ccc(C)cc1
#37 CCCCN1C(=O)c2ccc(C(=O)N(C)CC(=O)Nc3ccc(OCC)c(OCC)c3)cc2C1=O
#38 CC(C)NC(=O)Nc1cccc2c1O[C@@H](CN(C)S(=O)(=O)c1ccc(F)cc1)[C@@H](C)CN([C@H](C)CO)C2=O
#39 Cc1ccc(C)c(NC(=O)C(c2ccccc2)N2CCN(CC(=O)N3CCOCC3)CC2)c1 (stereo not drawn)
#40 COc1ccc(CCNC(=O)c2cccc(S(=O)(=O)N3CCc4ccccc4C3)c2)cc1

compound no.	33	34	35	36	37	38	39	40
T cell HTS	i	i	i	i	i	i	i	i
T cell HTS vesicle-bound %	13.7	24.2	34.2	35.5	36.8	15.4	41.9	4.9
NTR1 ag	-1.2	-1.5	-0.3	0.4	0.4	-2.9	-1.5	-0.9
NTR1 ag cell count 20 µM	53	90	50	49	61	58	68	67

#41 O=C1C=C(c2ccccc2)C[C@@H](c2ccc(Cl)cc2)C1
#42 O=C(Nc1cccc(S(=O)(=O)N2CCOCC2)c1)C1CCCC1
#43 O=C(NNc1c(F)c(F)cc(F)c1F)c1ccco1
#44 C=CCC[C@H](Cc1ccc(F)cc1)C(=O)OC[C@H](C)NC(=O)[C@@H](CC=C)CC(=O)N[C@H](CO)Cc1ccccc1
#45 C[C@@]12CCC3[C@@](CCC4[C@@]3(C)CCC[C@@]4(C)C(=O)NC3CCCCC3)(CC1=O)C2 (stereo partly drawn)
#46 CN1CCN(C(=O)c2cccc(NS(=O)(=O)c3ccc(Br)cc3)c2)CC1
#47 COc1ccc(CN2CCN(S(=O)(=O)c3ccc(C)cc3)CC2)cc1OC
#48 COc1ccc(NC(=O)COC(=O)CCc2nc3ccccc3c(=O)[nH]2)cc1Cl

compound no.	41	42	43	44	45	46	47	48
T cell HTS	i	i	i	+	i	i	i	i
T cell HTS vesicle-bound %	2.7	40.5	28.3	1.8*	43.2	6.6	37.4	51.2
NTR1 ag	8.8	-1.9	-1.4	3.8	2.1	1.3	0.4	2.3
NTR1 ag cell count 20 µM	52	58	33	45	51	51	55	48

5 entries out of the list above, arranged by the value under T cell HTS vesicle-bound %, lowest first:
| # | mol | T cell HTS | T cell HTS vesicle-bound % |
| --- | --- | --- | --- |
| 9 | C[C@H]1COC(=O)[C@@H](Cc2ccc(F)cc2)CC/C=C/C[C@@H](CC(=O)N(CCO)Cc2ccccc2)C(=O)N1 | i | 14.2 |
| 43 | O=C(NNc1c(F)c(F)cc(F)c1F)c1ccco1 | i | 28.3 |
| 6 | COc1ccc([C@H]2CC(=O)C=C(c3cccc(NC(C)=O)c3)C2)cc1 | i | 34.3 |
| 15 | Cc1occc1-c1nnc(SCC(=O)N2CCCC(C)C2)o1 (stereo not drawn) | i | 35.3 |
| 13 | Cc1ccc(NC(=O)CN(C)C(=O)COC(=O)c2nc3nccc(C)n3n2)cc1 | i | 38.8 |

The list goes on.
#49 Cc1ccc(NS(=O)(=O)c2ccc(C(=O)Nc3nncs3)cc2)cc1
#50 CC1CCCN(C(=O)COC(=O)CNC(=O)c2sc3ccccc3c2Cl)C1 (stereo not drawn)
#51 CON(C)C(=O)CCN(Cc1ccccc1)C(=O)OC(C)(C)C
#52 CC1(C2CC2)NC(=O)N(CC(=O)N2CCN(c3cccc(C(F)(F)F)c3)CC2)C1=O (stereo not drawn)
#53 CCN(C(=O)COC(=O)c1ccc(C=O)cc1)c1c(N)n(Cc2ccccc2)c(=O)[nH]c1=O
#54 O=C1C=C(c2ccc(F)cc2OCc2ccccc2)C[C@@H](c2ccc3c(c2)OCO3)C1
#55 Cc1ccc(S(=O)(=O)N2CCOCC2)cc1NC(=O)COC(=O)c1ccc(Br)cc1
#56 O=C(NCC1CC1)c1cccc2c1C(=O)c1ccc(N3CCCC3)cc1S2(=O)=O

compound no.	49	50	51	52	53	54	55	56
T cell HTS	i	i	i	i	i	i	i	i
T cell HTS vesicle-bound %	38.2	17.3	12.0	45.6	15.5	25.5	31.1	25.0
NTR1 ag	1.3	-1.0	-0.4	1.7	0.9	1.6	0.0	-2.0
NTR1 ag cell count 20 µM	54	62	51	76	51	54	68	51

Fetched by compound from above:
#52 CC1(C2CC2)NC(=O)N(CC(=O)N2CCN(c3cccc(C(F)(F)F)c3)CC2)C1=O (stereo not drawn)
#56 O=C(NCC1CC1)c1cccc2c1C(=O)c1ccc(N3CCCC3)cc1S2(=O)=O
#49 Cc1ccc(NS(=O)(=O)c2ccc(C(=O)Nc3nncs3)cc2)cc1

compound no.	52	56	49
T cell HTS	i	i	i
T cell HTS vesicle-bound %	45.6	25.0	38.2
NTR1 ag	1.7	-2.0	1.3
NTR1 ag cell count 20 µM	76	51	54

More results follow.
#57 COc1cccc(NC(=O)CN(C)C(=O)c2c(-c3c(F)cccc3Cl)noc2C)c1
#58 CN(C(=O)COC(=O)c1ccccc1C(=O)c1ccccc1)c1ccccc1
#59 CCCNC(=O)C(Cc1ccc(OC)cc1)NC(=O)c1ccc(Cl)cc1 (stereo not drawn)
#60 CC[C@H](C)[C@@H]1NC(=O)[C@H]([C@@H](C)CC)NC(=O)[C@@H](CC(C)C)NC(=O)[C@H](Cc2ccccc2)NC(=O)[C@H](Cc2ccccc2)NC(=O)[C@@H]2CCCN2C(=O)[C@@H]2CCCN2C(=O)[C@H](C(C)C)NC(=O)[C@H](CC(C)C)NC1=O
#61 c1ccc(N2CCN(Cc3ccc4c(c3)OCO4)CC2)nc1
#62 C=CCn1c(SCC(=O)Nc2cccc(S(N)(=O)=O)c2)nc2sc(C)c(C)c2c1=O
#63 CCc1sc(C(=O)NNC(=O)c2cncc(Br)c2)cc1C
#64 O=C(/C=C/c1cccc(Cl)c1)NNC(=O)c1ccncc1

compound no.	57	58	59	60	61	62	63	64
T cell HTS	i	i	i	i	i	i	i	i
T cell HTS vesicle-bound %	30.6	8.7	30.6	15.1	30.3	39.9	33.3	40.9
NTR1 ag	-1.8	-1.1	2.1	1.8	0.6	-1.5	-1.0	0.9
NTR1 ag cell count 20 µM	59	58	44	59	62	55	59	53

#65 O=C(Oc1cncc(Cl)c1)c1sccc1Cl
#66 C=CCC[C@@H](Cc1ccc(F)cc1)C(=O)OC[C@@H]1CCCN1C(=O)[C@H](CC=C)CC(=O)N[C@H](CO)Cc1ccccc1
#67 CC1(C)C(=O)Nc2ccccc2N1C(=O)COC(=O)CSc1ccc(Cl)cc1
#68 Cc1c(C(=O)N2CCN(CC(=O)Nc3ccccc3Cl)CC2)oc2ccc(Br)cc12
#69 O=C(c1ccncc1)N1CCN(S(=O)(=O)c2ccc(OC(F)(F)F)cc2)CC1

compound no.	65	66	67	68	69
T cell HTS	i	i	i	i	i
T cell HTS vesicle-bound %	42.4	6.6	22.7	1.7	52.6
NTR1 ag	0.6	13.7	0.5	9.1	1.5
NTR1 ag cell count 20 µM	63	54	46	52	51
